Compound activity as filed in PubChem.
Lipid droplet: inhibitors of hepatocyte lipid droplet formation, primary screen, imaging, high-throughput imaging, BODIPY stain | AML12 mouse hepatocytes, oleate lipid droplets | 240,000 compounds, 0.4% hits | inhibition, % at 6.5 µM;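 active = lipid droplet intensity inhibited by at least 50%, with more than 500 cells counted; inconclusive = wells with under 300 cells, treated as cytotoxic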
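Assay system: AML12 mouse liver cells | Compound dosing: One dose, 6.5 µM compound | Read-out basis: Droplet intensity reduction, % inhibition | Measured by: Fluorescence imaging, 20x objective, two fields per well | Schedule: Overnight treatment with compound plus oleate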
XIAP antagonists: XIAP antagonists, biochemical, IAP family, fluorescence polarization (AID 1018); E3 ubiquitin-protein ligase XIAP (Homo sapiens); XIAP BIR domain, fluorescence polarization peptide displacement; higher % means a stronger effect; one-dose displacement, % at 20 µM; IC50 in µM for titrated hits; 200,000 compounds, 0.007% hits; in the data active = displacement above about 50%; also: a part of the inactive calls stands beside numbers as strong as those of hits
NS5 inhibitors: Dengue-2 NS5 methyltransferase inhibitors, primary screen, biochemical, confirmation dose response (AID 588689); 340,000 compounds, 0.3% hits; Dengue-2 NS5 methyltransferase capping enzyme assay, biochemical; higher % means a stronger effect; inhibition, % at 25 µM; hits with a dose series show IC50 in µM; Genome polyprotein (Dengue virus type 2 (strain 16681-PDK53)); in the data active = a potency from the dose series; inconclusive = inhibition above about 29% without an active follow-up result
LYP phosphatase: inhibitors of LYP phosphatase, biochemical, fluorescence intensity, uHTS (AID 1779) | Tyrosine-protein phosphatase non-receptor type 22 (Homo sapiens) | recombinant LYP phosphatase, fluorescence intensity; higher % means a stronger effect | inhibition, % at 11.5 µM; hits with a dose series show IC50 in µM | 290,000 compounds, 0.054% hits;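 also: plate controls were vehicle with enzyme for no effect and no enzyme for full effect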
Siah-1 displacement: Siah-1 peptide-binding antagonists, primary screen, biochemical, fluorescence polarization, rhodamine-plectin, uHTS (AID 1817) | E3 ubiquitin-protein ligase SIAH1 (Homo sapiens) | Siah-1 / rhodamine-plectin peptide fluorescence polarization; higher % means a stronger effect | one-dose displacement, % at 20 µM; IC50 in µM for titrated hits | 290,000 compounds, 0.02% hits;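 active = displacement of at least 50% at 20 µM, with a fluorescence ratio check between 0.3 and a set limit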;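 also: plate controls were Siah plus tracer with DMSO for no effect and tracer alone without Siah for full effect; strong numbers were not always called active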
HEK293 NOD2/NF-kB: NOD2 signaling inhibitors, cell-based, luminescence, uHTS, HEK293 (AID 1566); HEK293 NOD2/NF-kB luciferase reporter, luminescence; higher % means a stronger effect; inhibition, % at 4 µM, or EC50 in µM where a hit was titrated; 290,000 compounds, 0.63% hits; also: many of its hits are not listed in these tables
HIV peptide binding: inhibitors of HIV fusion peptide binding, primary screen, biochemical, uHTS, fluorescence dequenching (AID 1986); cell-free peptide binding, fluorescence dequenching, 30 min; higher % means a stronger effect; inhibition, % at 20 µM, or IC50 in µM where a hit was titrated; 290,000 compounds, 0.3% hits; in the data active = inhibition mostly above about 52%, no sharp cut-off; inactive = mostly below about 76%; also: some results filed as inactive read as strong as hits
Myeloid diff MLP: induction of myeloid progenitor differentiation, primary screen, cell-based, flow cytometry, MLPCN library; ER-HoxA9 myeloid progenitors, lysozyme-GFP differentiation; calls only at 10 µM; 360,000 compounds, 1% hits;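 active = normalized GFP-positive differentiation at or above the plate's own cutoff, the solvent-only control mean plus 3 SD; inconclusive = no clear call, values can overlap the other calls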;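 also: cells exposed to compound for four days before flow analysis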
AID2073: inhibitors of Mint1-CaV2.2 protein interaction, biochemical, HTRF (AID 2073) | Voltage-dependent N-type calcium channel subunit alpha-1B (Homo sapiens) | HTRF protein-protein interaction, Mint1-CaV2.2; higher % means a stronger effect | inhibition, % at 20 µM, or IC50 in µM where a hit was titrated | 290,000 compounds, 0.19% hits; in the data active = inhibition mostly above about 51%, no sharp cut-off; inconclusive = no clear call, values can overlap the other calls; inactive = mostly below about 53%; also: some results filed as inactive read as strong as hits
Lipid droplet cells 6.5 µM: recorded beside Lipid droplet, whose call it bears; cell count; measured here: cell count, cytotoxicity flag;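 cells counted across two imaged fields per well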
NS5 inhibitors pilot replicate: second read-out of NS5 inhibitors, no call of its own (marks repeat the call); inhibition, %; measured here: pilot screen replicate inhibition
Myeloid diff MLP GFP+ MAC1+ %: also measured in Myeloid diff MLP; calls as there; GFP+ MAC1+ double positive, %; measured here: differentiation confirmed by MAC1 staining
* hit, by the source's call; i = inactive; ? = inconclusive; · = no result given; + = active, no number. Rule as the data show it, unless noted: active = inhibition above about 50%; inactive = the rest. This is a subset; rates above refer to the full screens.

SMILES	Lipid droplet	Lipid droplet cells 6.5 µM	XIAP antagonists	NS5 inhibitors	LYP phosphatase	Siah-1 displacement	HEK293 NOD2/NF-kB	HIV peptide binding	Myeloid diff MLP	Myeloid diff MLP GFP+ MAC1+ %	AID2073	others
O=[N+]([O-])c1ccc(Sc2n[nH]c(-c3ccc(Cl)cc3Cl)n2)nc1	·	·	1.2%	-4%	-9%	2%	9%	1.1%	i	0.3	-17%
COCCN(Cc1cc2cc3c(cc2[nH]c1=O)OCO3)C(=O)c1cccs1	·	·	-4.6%	·	-3%	3%	14%	-3.0%	·	·	2%
Cc1ccc(NC(=O)COC(=O)c2ccc([N+](=O)[O-])o2)cc1S(=O)(=O)N1CCCCC1	-3	665	-1.4%	11%	3%	14%	12%	-0.4%	i	0.6	-1%
CC(C)(C)C(=O)Nc1nnc(COc2ccc(Cl)cc2)s1	3	730	·	-8%	0%	6%	-1%	0.1%	i	0.4	7%
O=C(c1cccc(Br)c1)N1CCN(c2cnn(-c3ccccc3)c(=O)c2Cl)CC1	-16	673	-3.3%	-5%	-4%	7%	-17%	0.7%	i	0.2	1%
Cc1cc(C)c(NC(=O)CC(C)(C)C)c(Cl)c1	·	·	-5.8%	-3%	-4%	-4%	-22%	0.0%	i	0.6	-3%
CC(C)=CCOc1ccc2c(C)c(CC(=O)N3C[C@H]4C[C@@H](C3)c3cccc(=O)n3C4)c(=O)oc2c1C	21	793	·	-2%	-12%	2%	16%	-0.3%	i	3.3	30%
CCCCOP(=O)(c1ccc(N(C)C)cc1)C(O)c1cc(OC)c(OC)c(OC)c1 (centres undefined)	3	715	·	2%	-7%	-6%	25%	-0.5%	i	0.6	8%
COc1ccc(-c2csc(NC(=O)c3cc(C)oc3C)n2)cc1OC	-2	813	·	-7%	0%	-2%	18%	1.0%	i	1.3	25%
CS(=O)(=O)N(Cc1ccc(C(=O)NCCSc2ccccn2)cc1)c1ccccc1	9	611	-0.8%	-10%	-3%	1%	-2%	-1.3%	i	0.2	18%
Cc1ccccc1OCCC(=O)Nc1cccc(S(=O)(=O)Nc2ccccc2Cl)c1	0	661	-1.1%	-2%	-2%	3%	4%	4.5%	i	0.6	-1%
CN(CC(=O)O)S(=O)(=O)c1cccs1	·	·	-5.8%	-5%	-5%	2%	-8%	-2.4%	i	0.7	11%
O=C(COC(=O)c1ccc(Br)o1)NCc1cccs1	28	848	-5.3%	-4%	-8%	-4%	-11%	-0.8%	i	1.0	3%	NS5 inhibitors pilot replicate=1.8
COC(=O)C(C#N)c1nc2ccccc2nc1N1CCN(Cc2ccc3c(c2)OCO3)CC1 (centres undefined)	14	785	-3.9%	·	-16%	0%	6%	1.6%	·	·	1%
Cc1cc(C)c(C)c(C(=O)C2OC(=O)C(C)(C)C(=O)C2(C)C)c1C (centres undefined)	5	645	-3.4%	-3%	-14%	-2%	14%	-2.6%	i	0.1	3%
COc1cccc(C2=CC(c3cccs3)n3nnnc3N2)c1 (centres undefined)	-9	725	-1.8%	?	0%	4%	-30%	-1.6%	?	·	4%
Cc1ccc(NC(=O)CCN2CCN(C/C=C/c3ccccc3)CC2)cc1C	·	·	-7.6%	-3%	-7%	0%	4%	-3.1%	i	9.8	-2%
COc1ccc(NC(=O)c2oc3ccccc3c2NC(=O)C2CCCO2)cc1OC (centres undefined)	4	710	-12%	1%	6%	7%	-9%	-2.7%	i	0.3	7%
Cc1ccc(S(=O)(=O)c2ccc(NN)cc2)cc1	4	714	-3.3%	-6%	-3%	2%	-40%	-0.1%	i	0.2	2%
CCN1CCN(c2nc3c(c(=O)n(C)c(=O)n3C)n2CCSc2nccc(C)n2)CC1	·	·	-0.1%	-7%	-6%	-4%	8%	3.7%	i	1.0	3%

Copied from the results shown (four entries):
SMILES	Lipid droplet	Lipid droplet cells 6.5 µM	XIAP antagonists	NS5 inhibitors	LYP phosphatase	Siah-1 displacement	HEK293 NOD2/NF-kB	HIV peptide binding	Myeloid diff MLP	Myeloid diff MLP GFP+ MAC1+ %	AID2073	others
O=[N+]([O-])c1ccc(Sc2n[nH]c(-c3ccc(Cl)cc3Cl)n2)nc1	·	·	1.2%	-4%	-9%	2%	9%	1.1%	i	0.3	-17%
COCCN(Cc1cc2cc3c(cc2[nH]c1=O)OCO3)C(=O)c1cccs1	·	·	-4.6%	·	-3%	3%	14%	-3.0%	·	·	2%
Cc1ccc(NC(=O)COC(=O)c2ccc([N+](=O)[O-])o2)cc1S(=O)(=O)N1CCCCC1	-3	665	-1.4%	11%	3%	14%	12%	-0.4%	i	0.6	-1%
CC(C)(C)C(=O)Nc1nnc(COc2ccc(Cl)cc2)s1	3	730	·	-8%	0%	6%	-1%	0.1%	i	0.4	7%

New compounds follow.
SMILES	Lipid droplet	Lipid droplet cells 6.5 µM	XIAP antagonists	NS5 inhibitors	LYP phosphatase	Siah-1 displacement	HEK293 NOD2/NF-kB	HIV peptide binding	Myeloid diff MLP	Myeloid diff MLP GFP+ MAC1+ %	AID2073	others
COc1ccc(-c2csc(NC(=S)NC(=O)c3cc4ccccc4o3)n2)cc1Br	-2	676	·	-3%	-12%	4%	7%	0.1%	i	2.1	48%
O=C(CCN1C(=O)C2C3CCC(C3)C2C1=O)Nc1ccccc1Cl (centres undefined)	5	843	·	1%	-7%	0%	-9%	1.4%	i	4.5	-3%
O=C(Cc1ccccc1[N+](=O)[O-])NCCC1=CCCCC1	0	688	-3.9%	-10%	-10%	0%	-19%	0.8%	+	2.7*	4%
Cc1nn(-c2ccccc2)c2c1C(O)n1c(nc3ccccc31)S2 (centres undefined)	-21	621	-6.8%	-3%	3%	0%	20%	0.8%	i	2.0	-3%
Cn1c(=O)n(C)c2cc(NC(=O)CSc3nnc(-c4ccccc4O)n3-c3ccccc3)ccc21	-4	706	-4.5%	-8%	1%	0%	-6%	-1.5%	i	1.2	2%
COc1ccc2c(c1)[N+](C)(C)C(C)(C)C=C2C	-18	743	-3.0%	6%	-8%	-6%	0%	1.2%	i	0.1	26%
O=C(O)c1[nH]c2ccccc2c1C(c1cc(Br)ccc1O)c1c(C(=O)O)[nH]c2ccccc12	-8	812	·	16µM*	-2%	-2%	-32%	4.1µM*	i	0.3	27%
O=C(Nc1nnc(C2=COCCO2)o1)c1ccc(Cc2ccccc2)cc1	-23	543	-6.2%	-1%	2%	-6%	20%	5.7%	i	0.6	3%
CCS(=O)(=O)c1ccc(-c2csc(-c3ccccc3)n2)c(Cl)c1Cl	-5	680	-5.3%	-2%	7%	0%	-3%	-1.7%	i	0.2	4%
COC(=O)N/N=C/c1cn(CCOc2ccccc2)c2ccccc12	-7	665	·	2%	-4%	-8%	-62%	-0.7%	i	0.4	16%
COc1ccc(/C=C/C(=O)C2(O)CCCCC2)cc1	1	774	·	5%	-1%	-1%	0%	0.6%	?	·	6%
C=CCOc1ccnc(-c2ccccc2)n1	8	631	·	1%	-6%	1%	-44%	-0.9%	i	0.3	8%
O=C(/C=C/c1cccs1)Nc1ccc(Br)cn1	?	·	-0.8%	-9%	-2%	21%	-99%	-3.0%	?	·	15%
N=c1ccn(Cc2ccc(Cl)cc2)cc1	·	·	-5.3%	-4%	3%	-3%	19%	1.6%	·	·	-2%
CC(C)Cc1ccc(C#N)c(SCC(N)=O)n1	·	·	-3.6%	-2%	-2%	2%	15%	-3.6%	i	6.0	-6%
COCCOC(=O)c1c(NC(=O)CNC2CCCc3ccccc32)sc(C(N)=O)c1C (centres undefined)	13	774	·	-2%	-7%	8%	15%	1.7%	i	0.7	-2%
COC(=O)C1CCN(c2nc3ccccc3nc2C(C#N)C(=O)OCC(C)C)CC1 (centres undefined)	·	·	1.5%	2%	-1%	-1%	-4%	-0.9%	i	0.9	4%
COc1ccccc1N1CCN(C(CNS(=O)(=O)c2ccccc2)c2cccnc2)CC1 (centres undefined)	8	820	-2.8%	1%	-3%	0%	7%	-2.7%	i	1.1	-5%
Cc1ccc(-n2c(SCc3cn4ccsc4n3)nc3ccccc3c2=O)cc1	-1	762	-4.3%	-1%	-3%	-1%	17%	0.7%	i	1.4	4%
CC(=O)c1cc(-c2ccccc2)n(CCC(=O)NCc2cccs2)c1C	-7	638	2.6%	-2%	4%	-1%	7%	1.5%	i	0.7	9%
O=C(CNC(=O)c1cc2c(n(-c3ccccc3)c1=O)CCCC2=O)c1ccccc1	6	729	·	-2%	-10%	-3%	7%	-1.4%	i	0.4	8%
CC(C)C(=O)Nc1cccc(NC(=O)c2ccc(Cl)cc2Cl)c1	-21	609	-0.7%	3%	-3%	1%	7%	0.5%	i	0.3	2%
Cc1ccc(NC(=O)c2oc3ccccc3c2C)nc1	-4	834	·	-4%	-4%	-6%	-55%	0.1%	i	1.1	10%
N#CC1=C(N)OC2=C(C(=O)CCC2)[C@]12C(=O)N(CC(N)=O)c1ccccc12	·	·	-4.4%	-4%	-9%	2%	7%	-1.2%	i	1.6	-4%
COc1ccc(/C=C/c2nc(S(=O)(=O)c3ccccc3)c(N(C)C)o2)cc1	-10	692	·	-15%	-4%	-6%	16%	-0.8%	i	0.8	14%
CCOc1ccc(-c2nc(CSCC(=O)NCCN3CCOCC3)c(C)o2)cc1	-16	716	0.3%	0%	-13%	-7%	11%	-1.9%	i	0.8	-9%
COc1ccccc1N1CCN(CCCNC(=O)Nc2ccccc2C)CC1	·	·	-4.8%	1%	-2%	2%	12%	-0.3%	i	0.5	19%
CC1Oc2ccccc2N(Cc2cccnc2)C1=O (centres undefined)	·	·	-0.7%	-3%	-2%	-4%	6%	-2.5%	i	5.4	-8%
COc1cccc(NC(=S)Nc2ccc(F)cc2)c1	-1	798	·	-1%	-7%	15%	1%	-1.7%	i	1.2	-16%
Cc1ccc(-c2cnn3c(N4CCOCC4)cc(C)nc23)cc1	5	787	·	3%	-7%	-1%	-16%	0.8%	i	0.7	25%
CCCCc1ccc(NC(=S)NCCc2ccc(S(N)(=O)=O)cc2)cc1	·	·	-6.5%	-8%	0%	0%	25%	-0.4%	i	0.0	5%
Cc1ccc(/C=N/NC(=O)Cn2nnc(N)n2)cc1	-10	671	·	-2%	-3%	2%	8%	0.0%	i	0.8	2%
CNc1ccc([N+](=O)[O-])cc1C(=O)O	5	751	·	-5%	-4%	2%	6%	-1.2%	i	0.0	0%
CC(=O)Nc1ccc(NC(=O)C2CCCN(S(=O)(=O)c3ccc(Cl)cc3)C2)cc1 (centres undefined)	-1	796	·	-12%	-8%	2%	23%	2.1%	i	2.3	9%
COc1ccccc1CCNC(=O)C(=O)NCC1OCCN1S(=O)(=O)c1ccc(OC)c(OC)c1 (centres undefined)	-6	705	·	-4%	0%	2%	5%	0.9%	i	3.3	0%
